From PubChem BioAssay
DNMT1 block: human DNMT1 methyltransferase inhibitors, primary screen, biochemical, molecular beacon, fluorescence, HinP1I cleavage, uHTS; inhibition (reported as % activation of signal), % at 10 µM; 360,000 tested, 0.83% active; AID 588458, 2011; in the data active means inhibition above about 50%
CendR NRP1 mod: modulators of CendR peptide binding to NRP-1, primary screen, biochemical, fluorescence polarization, uHTS | 360,000 tested, 0.85% active | inhibition, % at 25 µM | AID 602438, 2012 | Neuropilin-1 (Homo sapiens), O14786 | FAM-RPARPAR peptide binding to NRP-1;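 active means inhibition or corrected inhibition above about 18%, plus a signal ratio from 0.5 to 1.5, limit read from the data, passing the limit was not always enough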; further: strong numbers were not always called active
Target sequence (O14786 whole entry, looked up): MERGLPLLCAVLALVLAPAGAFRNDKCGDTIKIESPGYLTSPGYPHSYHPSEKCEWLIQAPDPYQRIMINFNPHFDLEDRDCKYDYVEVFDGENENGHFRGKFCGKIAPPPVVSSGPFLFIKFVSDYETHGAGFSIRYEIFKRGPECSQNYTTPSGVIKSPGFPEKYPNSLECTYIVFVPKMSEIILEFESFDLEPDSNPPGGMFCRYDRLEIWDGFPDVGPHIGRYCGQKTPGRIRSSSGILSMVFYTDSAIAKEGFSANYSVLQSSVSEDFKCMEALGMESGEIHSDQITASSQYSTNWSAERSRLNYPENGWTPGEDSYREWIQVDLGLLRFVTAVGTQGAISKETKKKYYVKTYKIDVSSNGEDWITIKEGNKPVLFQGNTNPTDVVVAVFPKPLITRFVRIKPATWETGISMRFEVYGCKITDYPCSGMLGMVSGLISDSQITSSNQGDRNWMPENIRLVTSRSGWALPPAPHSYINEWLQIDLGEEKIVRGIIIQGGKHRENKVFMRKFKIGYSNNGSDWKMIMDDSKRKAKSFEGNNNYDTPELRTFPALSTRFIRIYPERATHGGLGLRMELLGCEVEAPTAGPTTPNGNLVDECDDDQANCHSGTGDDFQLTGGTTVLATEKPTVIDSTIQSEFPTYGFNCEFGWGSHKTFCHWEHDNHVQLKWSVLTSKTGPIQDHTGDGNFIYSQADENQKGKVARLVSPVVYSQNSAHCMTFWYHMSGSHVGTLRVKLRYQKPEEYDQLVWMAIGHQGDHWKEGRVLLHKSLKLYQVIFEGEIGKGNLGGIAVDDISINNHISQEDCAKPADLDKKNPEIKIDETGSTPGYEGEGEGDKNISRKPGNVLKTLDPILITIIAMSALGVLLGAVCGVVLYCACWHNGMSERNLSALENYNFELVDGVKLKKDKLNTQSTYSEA
SUMO1 PPI mod: modulators of SUMO1 protein-protein interactions, primary screen, biochemical, uHTS; SUMO1 binding to a labelled peptide, TR-FRET, 1 h; inhibition, % at 20 µM; 360,000 tested, 0.33% active; in the data active means inhibition above about 37%
LMPTP inh: LMPTP phosphatase inhibitors, primary screen, biochemical, fluorescence intensity, uHTS | Low molecular weight phosphotyrosine protein phosphatase (Homo sapiens), P24666 | recombinant LMPTP-A, OMFP fluorogenic substrate | inhibition, % at 20 µM | 360,000 tested, 0.22% active;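 active means compounds that cut the enzyme signal by at least half of the control window in the single-dose screen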;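 further: plate controls were DMSO wells with enzyme plus substrate for no effect and substrate without enzyme for full effect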
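Test system – LMPTP-A enzyme · Amount – LMPTP-A at 0.625 nM final in the reaction · Buffer or medium – Bis-Tris pH 6.0, DTT, detergent · Reagent – OMFP 400 µM · Doses – single 20 µM dose · Schedule – reaction 50 min, room temperature, dark · Detection – fluorescence intensity of OMFP turnover product · Evaluation – percent inhibition versus substrate-only and uninhibited controls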
STEP block: STEP phosphatase inhibitors, primary screen, biochemical, fluorescence intensity, uHTS. Tyrosine-protein phosphatase non-receptor type 5 (Homo sapiens), P54829. recombinant STEP, OMFP fluorogenic substrate. inhibition, % at 20 µM. 360,000 tested, 0.25% active;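 active means inhibition at 20 µM, scaled per plate between control wells, above about 37%, limit read from the data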;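 further: 0% = DMSO with enzyme and substrate and 100% = substrate only without enzyme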
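material = STEP tyrosine phosphatase | reagent = fluorogenic phosphatase substrate OMFP at 25 µM final | doses = single compound dose of 20 µM, 1% DMSO final | schedule = 20 min reaction, room temperature, in the dark | measured by = fluorescence, 480/540 nm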
TbMetRS inhib: T. brucei MetRS inhibitors, primary screen, biochemical, luminescence; methionyl-tRNA synthetase (Trypanosoma brucei brucei); purified T. brucei MetRS, ATP depletion, Kinase-Glo luminescence; inhibition, % at 11.9 µM; 360,000 tested, 0.4% active;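 active means inhibition above a per-plate cutoff of the control wells' mean inhibition plus 3 SD, cut at about 5.5% in these data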;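 further: 0% = DMSO wells median and 100% = median of wells with control inhibitor compound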
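technique = Kinase-Glo luminescence, ATP depletion format | system = purified MetRS (methionyl-tRNA synthetase) enzyme from Trypanosoma brucei | timing = 15 min preincubation, 2 h reaction, all 25 °C | evaluation = percent inhibition versus plate control medians | dosing = single dose, 11.9 µM final nominal, 0.9% final DMSO | also added = substrates ATP, L-methionine and bulk Escherichia coli tRNA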
Scp-1 inhibitor: Scp-1 phosphatase inhibitors, primary screen, biochemical, colorimetric, uHTS | inhibition, % at 20 µM | Recombinant Scp1, phosphopeptide, malachite green phosphate absorbance | Carboxy-terminal domain RNA polymerase II polypeptide A small phosphatase 1 (Homo … | 340,000 tested, 0.88% active;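 active means inhibition above about 50% at 20 µM, limit read from the data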;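 further: plate controls were DMSO wells with enzyme for no effect and wells lacking enzyme for full effect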
Target sequence (Q9GZU7 76-261 limits assumed): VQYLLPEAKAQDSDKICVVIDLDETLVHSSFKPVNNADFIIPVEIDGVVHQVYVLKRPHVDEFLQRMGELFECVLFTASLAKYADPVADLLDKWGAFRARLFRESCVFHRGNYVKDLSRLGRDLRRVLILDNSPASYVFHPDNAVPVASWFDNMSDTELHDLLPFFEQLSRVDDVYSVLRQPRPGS
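Material: truncated SCP-1 phosphatase (76-261aa) / Buffer or medium: 50 mM Tris acetate pH 5.5, 0.005% Tween-20, 10 mM MgCl2 / Compound dosing: one concentration, 20 µM, with 1.0% DMSO / Incubation: 45 min room-temperature reaction, 5 min colour, 30 min stabiliser / Detection: colorimetric free-phosphate detection, absorbance 630 nm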
MsrA inhibitor: bovine MsrA enzyme inhibitors, primary screen, biochemical, absorbance, HTS. purified bovine MsrA, absorbance read-out. inhibition, % at 15.5 µM. 360,000 tested, 0.75% active. AID 651718, 2012; in the data active means inhibition above about 4.5%;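 further: 0% = vehicle wells with enzyme and 100% = reference inhibitor wells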
bovine MsrA act: bovine MsrA enzyme activators, primary screen, biochemical, absorbance, HTS. Methionine sulfoxide reductase A (Bos taurus). purified bovine MsrA, absorbance read-out. activation, % at 10.6 µM. 360,000 tested, 0.3% active; in the data active means activation above about 7.5%;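 further: 0% = vehicle and 100% = reference activator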
E coli Lon inh: inhibitors of E. coli Lon protease, primary screen, biochemical, fluorescence polarization. P0A9M0. purified E. coli Lon protease. inhibition, % at 7.94 µM. 360,000 tested, 0.42% active. AID 602123, 2011; in the data active means inhibition above about 13%, passing the limit was not always enough;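 further: 0% = enzyme with probe and DMSO and 100% = no enzyme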
Active calls of the source: *; · = not tested or not shown. Outcome played no part in choosing rows. About 4.3% of those tested had a hit in this group.

No.	DNMT1 block	CendR NRP1 mod	SUMO1 PPI mod	LMPTP inh	STEP block	TbMetRS inhib	SMILES	Scp-1 inhibitor	MsrA inhibitor	bovine MsrA act	E coli Lon inh
1	-12	1	-3	1.2	0	4.3	N#CC1=C(N)NC(SCC(=O)Nc2ccc(Br)cc2)=C(C#N)C12CCCCC2	-2	0.8	1	9
2	-6	0	8	0.6	5	0.4	CCSC1=NCCN1C(=O)Cc1ccc(-c2ccccc2)cc1	0	0.6	-3	-4
3	2	10	4	1.3	-2	-0.3	CCOC(=O)CC1(C)SC(NC(C)=O)=NN1C(C)=O (centres undefined)	-5	-1.0	-8	-10
4	2	-5	2	-0.9	0	0.2	CCc1ccccc1NC(=O)COc1cccc(-n2cnnn2)c1	-5	-0.2	-1	10
5	-3	-5	1	0.8	0	0.4	CCc1ccc(S(=O)(=O)Nc2cc3c(cc2N2CCCCC2)n(C)c(=O)c(=O)n3C)cc1	-6	3.8	-4	-7
6	·	8	1	1.0	·	-0.3	COC(=O)[C@@]12C[C@@H](CC(=O)NCc3cccs3)C(=O)N(Cc3ccccc3)C1=CCC(C)(C)C2	·	-0.4	·	·
7	-22	-219	-55	96*	16	-0.5	COc1ccc2c(c1)c(=Cc1ccc(N(C)C)cc1)c1cc(-c3ccccc3)[n+](C)n12	4	-0.4	4	-105
8	-1	0	-1	0.6	-2	-0.8	Cc1ccc(C)c(N(C)C(=O)c2ccc3c(=O)n4c(nc3c2)CCCCC4)c1	-2	0.1	2	7
9	1	1	-4	2.4	4	0.2	CCc1ccccc1OCCCOc1ccc(OC)cc1	-8	0.4	4	-1
10	·	-4	8	6.6	·	-0.4	CCOC(=O)[C@]12CCCC=C1N(Cc1ccc3c(c1)OCO3)C(=O)[C@H](CC(=O)NCC13CC4CC(CC(C4)C1)C3)C2	·	0.0	1	8
11	-2	-7	-7	-2.6	0	-0.3	CN(C)CCCN(C(=O)c1ccc(S(=O)(=O)N2CCCCCC2)cc1)c1nc2cc3c(cc2s1)OCO3	·	-1.3	-5	5
12	-6	0	2	-0.8	-3	-0.4	COc1ccc(S(=O)(=O)N2CCCCC2)cc1NC(=O)c1ccc([N+](=O)[O-])o1	-12	0.2	-4	10
13	0	1	-2	2.3	4	-0.1	CCC1CN(C(=O)NCc2ccc(F)cc2)c2cc(Cl)ccc2O1 (centres undefined)	-18	-0.6	-3	2
14	-5	0	-1	0.7	-2	-0.1	COc1ccc(CN(C(=O)c2cnccn2)C(C(=O)Nc2ccc(F)cc2)c2ccccc2)cc1 (centres undefined)	-7	-0.9	-2	11
15	0	-6	2	0.3	2	0.1	COc1ccccc1C(=O)OCC(=O)Nc1cccc(S(=O)(=O)NC2=NCCCCC2)c1	-3	-1.6	-1	0
16	1	1	13	0.1	-2	0.0	O=C(c1ccc(OC2CCN(Cc3ccccn3)CC2)cc1)N1CCC[C@H]1CO	-2	-0.6	-8	-6
17	-2	6	6	-0.7	0	-0.6	O=C(NCCc1ccc(F)cc1)C(=O)NCC1CCCN1S(=O)(=O)c1ccccc1 (centres undefined)	-3	-1.3	-7	8
18	1	2	-2	1.0	0	-0.2	CC(C)Cn1c(N)c(C(=O)COC(=O)c2ccc(Br)cc2)c(=O)n(C)c1=O	7	0.6	-3	-1
19	5	5	-1	-0.3	1	0.2	COc1ccc(CC(=O)Nc2c3c(nn2-c2cccc(Cl)c2)CS(=O)C3)cc1 (centres undefined)	-6	-0.7	-2	0
20	-1	1	-1	-0.3	-3	-0.6	COc1cccc(CNC(=O)CCCc2c[nH]c3ccccc23)c1	-5	-1.7	-4	13
21	-2	-4	3	-0.1	-1	-0.3	CC(C)(C)OC(=O)NC(CO)c1cn([C@@H](Cc2cc3ccccc3[nH]2)C(=O)N2CCN(C(=O)OC(C)(C)C)CC2)nn1 (some centres undefined)	-6	-0.3	-2	-7
22	-2	-11	3	-0.2	1	1.1	COc1cc(-c2nc3cnccn3c2NC(C)(C)CC(C)(C)C)ccc1O	-1	0.3	-4	-1
23	2	-6	3	-0.4	-3	-0.2	Cc1cc(C)c(NC(=O)CNC(=O)COC(=O)CN2C(=O)NC3(CCCC3)C2=O)c(C)c1	1	-0.8	-9	-8
24	2	12	-2	-1.8	-3	-0.1	COc1ccc(-c2csc(Cc3nnc(N4CCOCC4)n3-c3ccccc3)n2)cc1	-8	0.3	-1	-11
25	·	12	0	-1.1	·	-0.5	CC(C)c1cn(CC[C@@H]2CC[C@H](NS(=O)(=O)c3ccc(F)cc3)[C@@H](CO)O2)nn1	·	0.0	·	·
26	-6	-6	-4	2.7	4	-0.5	COc1cccc(CNc2ccc(N3CCC(C)CC3)cc2)c1OC	0	1.2	3	-11
27	·	5	-4	-0.7	·	-0.1	COc1ccc2c(c1)[C@]1(C[C@H](O)CO1)C(=O)N2C	·	-0.7	·	·
28	-3	-1	5	-0.2	0	-0.5	COc1ccc(OC)c(C2C3=C(COC3=O)Nc3cc4c(cc32)OCO4)c1 (centres undefined)	-2	2.6	-2	6
29	3	0	-17	0.3	2	-0.1	COc1ccc(C(=O)C=Cc2cccs2)c(O)c1	-19	1.6	-5	-4
30	-4	0	-2	-0.2	2	-0.2	CC1=CCC(C(=O)O)C(C(=O)Nc2cccnc2)C1 (centres undefined)	-2	0.8	0	5
31	0	4	6	-1.0	0	0.1	Cc1ccc(N2CCN(S(=O)(=O)c3ccc(-n4cnnn4)cc3)CC2)c(C)c1	-6	-0.9	1	-5
32	0	0	0	3.6	0	-0.7	Cc1cccc(C)c1NC(=S)NCCSc1ccc(Cl)cc1	-11	0.7	-7	-7
33	0	2	1	2.3	2	-0.5	C=CCSc1nccc(-c2cc(Cl)sc2Cl)n1	4	-0.9	-2	7
34	3	-13	-17	-0.9	1	-0.2	Cc1sc2nnn(CC(=O)N3CCN(C(=O)c4ccco4)CC3)c(=O)c2c1C	9	3.2	-12	-7
35	2	4	0	-2.4	-6	-0.6	O=C(CN1CCOCC1)Nc1ccc2c(c1)CCC2	-7	-0.5	-3	0
36	0	7	0	0.6	0	-0.3	Cc1ccccc1OCC(=O)OCC(=O)Nc1ccc2c(c1)OCO2	-9	1.0	-2	0
37	5	6	-1	-2.1	1	-0.1	CNc1cnc(-c2cccc(C(=O)N3CCOCC3)c2)cn1	·	0.8	-1	9
38	-4	0	1	42	0	0.2	Nc1nc(N)c2cc(S(=O)(=O)c3ccc4ccccc4c3)ccc2n1	·	1.1	-1	-3
39	-3	-5	2	-0.1	-2	-0.3	O=S(=O)(NC1CCCCC1Sc1ncccn1)c1ccc(Cl)cc1 (centres undefined)	-3	-0.9	-4	-13
40	1	-13	2	-1.7	0	-0.5	CCOC(=O)CCCNC(=O)CCNC(=O)c1ccc(OCCC(C)C)cc1	-13	-0.7	1	13

A draw from above in order of length of the SMILES, descending:
No.	DNMT1 block	CendR NRP1 mod	SUMO1 PPI mod	LMPTP inh	STEP block	TbMetRS inhib	SMILES	Scp-1 inhibitor	MsrA inhibitor	bovine MsrA act	E coli Lon inh
10	·	-4	8	6.6	·	-0.4	CCOC(=O)[C@]12CCCC=C1N(Cc1ccc3c(c1)OCO3)C(=O)[C@H](CC(=O)NCC13CC4CC(CC(C4)C1)C3)C2	·	0.0	1	8
15	0	-6	2	0.3	2	0.1	COc1ccccc1C(=O)OCC(=O)Nc1cccc(S(=O)(=O)NC2=NCCCCC2)c1	-3	-1.6	-1	0
31	0	4	6	-1.0	0	0.1	Cc1ccc(N2CCN(S(=O)(=O)c3ccc(-n4cnnn4)cc3)CC2)c(C)c1	-6	-0.9	1	-5

(list continues)
No.	DNMT1 block	CendR NRP1 mod	SUMO1 PPI mod	LMPTP inh	STEP block	TbMetRS inhib	SMILES	Scp-1 inhibitor	MsrA inhibitor	bovine MsrA act	E coli Lon inh
41	-1	-1	-8	1.5	-1	0.2	Cc1ccccc1C(=O)Nc1nc(=S)ss1	-11	-1.3	-5	1
42	-3	1	2	-0.3	2	-0.2	CN(CCc1ccccn1)C(=O)CC1C(=O)NCCN1Cc1cccc(F)c1 (centres undefined)	-5	-0.3	-2	12
43	-3	-6	3	1.5	1	0.7	COc1cccc(NC(=O)C2CCN(S(=O)(=O)c3ccc4c(c3)NC(=O)C(C)S4)CC2)c1 (centres undefined)	-6	-0.9	1	0
44	0	-6	-4	-1.0	-2	-0.1	CC1CCN(C(=O)CNC(=O)c2cccc(OC(F)F)c2)CC1	-19	-0.7	-3	-4
45	2	9	12	0.8	-4	0.2	O=C(COc1ccc2c(c1)oc(=O)c1ccccc12)NCCN1CCOCC1	-5	0.5	1	3
46	-1	2	-1	3.6	2	-0.4	COc1ccc(C(=O)Nc2cc(OCc3ccccc3)c(Cl)cc2Cl)cc1	-10	-1.1	-2	-8
47	-2	-18	7	1.4	5	4.5	CCc1nnc(NS(=O)(=O)c2ccc(N/C=C/C(=O)c3ccc(OC)cc3)cc2)s1	18	2.0	-5	-4
48	-3	1	-1	-0.1	0	0.1	CCOc1ccc(NC(=O)NNC(=O)c2ccc(Cl)cc2Cl)cc1	-3	-0.2	-3	1
49	1	-18	-6	1.2	0	0.0	CCc1ccc(NC(=O)C2CCCN2c2nn3c(=O)cc(C)nc3s2)cc1 (centres undefined)	-12	0.7	0	3
50	5	1	-2	0.3	-2	-0.4	CN(C)c1nc(N(C)C)nc(N(C#N)CN2C(=O)c3ccccc3S2(=O)=O)n1	-5	1.5	-3	4
51	1	11	1	-1.3	-2	-1.2	CC(=O)Oc1ccccc1C1=NN(C(C)=O)C(c2ccccc2)C1 (centres undefined)	-2	-0.5	-4	-5
52	-2	5	0	9.6	-1	0.2	Cn1c(C(=O)NCCN2CCN(c3ccccc3F)CC2)cc2c(=O)n(C)c3ccccc3c21	-4	-0.3	-3	0
53	-8	-6	4	0.7	-3	-0.8	Cc1ccc2nc(NC(=O)Cc3cccs3)sc2c1	-3	-0.1	-2	0
54	·	-10	2	2.6	·	-0.8	Nc1[nH]c(C(=O)c2ccccc2)c(-c2ccccc2Br)c1C(=O)NCCc1c[nH]c2ccccc12	·	0.4	-3	-4
55	0	-20	3	0.6	1	0.0	CCOC(=O)c1sc(NC(=O)CSc2nnnn2-c2ccc(C)cc2)c(C(=O)OCC)c1C	-6	0.1	-1	-10
56	5	-4	2	-0.9	-3	-0.5	CCCCN(C(=O)NC(=O)Nc1ccc(C)cn1)S(C)(=O)=O	-3	-0.2	-2	-1
